# SIRT5 inh = sirtuin-5 (human) deacylase inhibition; Purified SirT5, succinyl-peptide AMC, trypsin-coupled fluorescence; 330,000 compounds, 1.1% hits; Q9NXA8; inhibition, % at 15 µM; in the data active = inhibition above about 15%; inconclusive = no clear call, values can overlap the other calls
# Target sequence (Q9NXA8 whole entry, looked up): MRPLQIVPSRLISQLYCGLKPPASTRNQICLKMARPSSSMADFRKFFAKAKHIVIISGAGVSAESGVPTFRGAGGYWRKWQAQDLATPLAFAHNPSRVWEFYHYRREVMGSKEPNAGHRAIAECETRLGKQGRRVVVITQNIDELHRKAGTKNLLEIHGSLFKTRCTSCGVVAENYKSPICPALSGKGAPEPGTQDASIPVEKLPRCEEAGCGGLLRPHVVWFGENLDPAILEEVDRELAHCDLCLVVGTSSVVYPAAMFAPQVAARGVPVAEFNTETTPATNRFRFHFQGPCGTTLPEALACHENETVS
# EWS-Fli block = blocks EWS/Fli oncoprotein-driven transcription. 350,000 compounds, 0.67% hits. A673 NR0B1-luciferase reporter, viability-normalised. inhibition, % at 12.6 µM. AID 651661;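 active = mean inhibition of at least 50% after viability correction, with every replicate also passing that limit; inconclusive = mean reaches 50% but only one of two replicates passes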;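 note: firefly luciferase signal divided by Alamar Blue viability fluorescence both relative to DMSO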
# LGR2 antag = blocks bursicon-induced cAMP signaling via Drosophila LGR2; HEK293 LGR2, CRE-luciferase, bursicon-stimulated, 4 h; inhibition, % at 9.99 µM; 380,000 compounds, 0.35% hits;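 active = drop in luminescence signal, shown as inhibition above about 50% in the replicate tests, limit read from the data, passing the limit was not always enough; inconclusive = probably only some replicates passing the limit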;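 note: agonist challenge used bursicon conditioned medium at about half maximal strength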
# Casp6 inh = blocks human caspase-6 cleavage activity; purified caspase-6, Z-VEID-R110 cleavage fluorescence; AID 686996; inhibition, % at 12.5 µM; 350,000 compounds, 0.53% hits; P55212;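 active = mean inhibition across replicates at least about 35%, with every replicate also reaching that limit, limit read from the data; inconclusive = only one of the two criteria met; inactive = neither criterion met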;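 note: 0% = median of neutral control wells and 100% = no fluorescence left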
# Target sequence (P55212 24-179 limits assumed): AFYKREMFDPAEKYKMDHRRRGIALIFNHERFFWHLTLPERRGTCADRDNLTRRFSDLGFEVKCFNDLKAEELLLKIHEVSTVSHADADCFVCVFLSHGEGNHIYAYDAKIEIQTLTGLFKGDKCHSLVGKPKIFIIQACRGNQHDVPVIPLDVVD
# Target sequence (P55212 194-293 limits assumed): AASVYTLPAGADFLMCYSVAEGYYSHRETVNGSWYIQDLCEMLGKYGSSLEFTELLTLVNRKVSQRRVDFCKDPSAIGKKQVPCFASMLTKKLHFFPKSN
# DENV2 CPE rescue = protects cells from dengue virus 2 cytopathic effect; CPE inhibition, % at 9.99 µM; AID 651640; 350,000 compounds, 1.7% hits; DENV2-infected cells, cytopathic effect rescue, plate reader; in the data active = CPE inhibition above about 20%, passing the limit was not always enough; inconclusive = no clear call, values can overlap the other calls; tested in BHK-21 cells;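 note: 0% = median of neutral control wells and 100% = median of positive control wells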
# PAX8 reporter = lowers PAX8-driven luciferase in RMG-I cells; RMG-I TPO-luciferase reporter, SteadyGlo, 24 h; inhibition, % at 12.6 µM; 360,000 compounds, 1.2% hits;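 active = mean replicate inhibition at least 60% with every replicate also reaching 60%; inconclusive = only one of the two criteria is met; inactive = mean below 60% and not all replicates reaching 60%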;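 note: luciferase light reporting Pax8 driven TPO promoter activity; plate controls were median of neutral control wells for no effect and mitoxantrone controls for full effect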
# ARNT-TACC3 inh = disrupts binding between human ARNT and TACC3. Q9Y6A5. AlphaScreen His-ARNT PAS-B/GST-TACC3 binding, luminescence; TACC3 fragment carries E629A point mutation. inhibition, % at 9.99 µM. 390,000 compounds, 0.66% hits. AID 623870;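 active = mean inhibition of replicates at least 50% and at least half of replicates each reaching 50%; inconclusive = half or more replicates reach 50% but mean below 50%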;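 note: 0% = complete ARNT plus TACC3 wells and 100% = ARNT alone without TACC3; many hits fall short of the cut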
# Numbers without * were called inactive; ? = inconclusive; . = not tested or not shown; & = joins results of further samples.
SMILES,SIRT5 inh,EWS-Fli block,LGR2 antag,Casp6 inh,DENV2 CPE rescue,PAX8 reporter,ARNT-TACC3 inh
C[C@@H]1CN([C@@H](C)CO)C(=O)c2cc(NS(=O)(=O)c3ccc(F)cc3)ccc2O[C@@H](C)CCCCO[C@@H]1CN(C)S(=O)(=O)c1ccc(Cl)cc1,25*,-3,0,-1,-3,46,-16
CC1=Nc2cc(C(=O)NCCCOC(C)C)ccc2Sc2ccc(C)cc21,-5,59*,0,4,6,28,-5
CO[C@@H]1CN(C)C(=O)c2ccc(NS(=O)(=O)c3ccccc3C)cc2OC[C@H](C)N(S(C)(=O)=O)C[C@H]1C,1,3,-8,-2,-3,.,-2
C[C@H](CO)N1C[C@H](C)[C@H](CN(C)C(=O)Nc2ccc(C(F)(F)F)cc2)Oc2ccc(NC(=O)Nc3ccccc3)cc2CC1=O,.,-5,-14,.,5,0,4
Cc1cc(C)c(C(=O)COC(=O)Cn2nc(-c3ccccc3)oc2=O)cc1C,0,1,-14,4,17,1,0
O=C(Nc1ccc2c(c1)OCCO2)c1ccc(Br)cc1,-4,-14,-36,-11,1,-27,-9
COc1cc(OC)c(OC)cc1CCC(C)NCCC(c1ccccc1)c1ccccc1 (configuration not stated),2,33,-11,1,14,30,31
CC1CCC(C(C)C)C(OC(=O)Cn2c(-c3ccc(Cl)cc3)[n+](C)c3ccccc32)C1 (configuration not stated),0,23,17,11,-1,96*,3
Cc1ccc(N(C(=O)CNC(=O)c2ccco2)C(C(=O)NC2CCCC2)c2ccncc2)cc1F (configuration not stated),-3,-21,-13,-5,-3,16,.
COc1ccc(C(C(=O)NC2CCCCC2)N(C(=O)c2sc(C)nc2C)c2ccc(OC)cc2)cc1 (configuration not stated),1,15,-2,.,2,.,-24
Cc1ccc(CNC(=O)C2CCC(=O)N(CC3CCCCC3)C2)o1 (configuration not stated),0,-5,-11,4,-5,.,-3
COc1ccc(N/C(=C/[N+](=O)[O-])SC)cc1,1,11,-9,5,6,-23,0
Cc1ccc2c(c1)N(C(=O)CCC(=O)NCCCN1CC(C)CC(C)C1)CCO2 (configuration not stated),-4,-2,.,-12,-4,12,.
O=C(COc1ccccc1F)NNC(=O)c1ccc(N2CCCCC2)c([N+](=O)[O-])c1,.,.,10,.,.,-17,-4
O=C(NCCN1CCC(n2c(=O)[nH]c3ccccc32)CC1)c1ccc(OC(F)(F)F)cc1,-2,13,-11,-10,3,-17,.

# Results in SIRT5 inh, for 2 of the compounds above:
smiles	SIRT5 inh
CC1CCC(C(C)C)C(OC(=O)Cn2c(-c3ccc(Cl)cc3)[n+](C)c3ccccc32)C1 (configuration not stated)	0
Cc1ccc(N(C(=O)CNC(=O)c2ccco2)C(C(=O)NC2CCCC2)c2ccncc2)cc1F (configuration not stated)	-3

# The listing continues:
SMILES,SIRT5 inh,EWS-Fli block,LGR2 antag,Casp6 inh,DENV2 CPE rescue,PAX8 reporter,ARNT-TACC3 inh
C[C@H]1CN([C@@H](C)CO)C(=O)CCCn2nncc2CO[C@H]1CN(C)C(=O)C1CCCCC1,0&-7,-7&4,8,1&0,1&14,8&9,-4
CC(=O)OC(COc1ccccc1)Cn1cnc2cc(C)c(C)cc21 (configuration not stated),-3,-2,9,-4,-7,-24,-2
COC(=O)C1=C(C)N(C)C(=NCc2cccc(C(F)(F)F)c2)NC1c1ccc(F)cc1 (configuration not stated),.,6,9,-2,12,-8,.
CC1(C)CC(=O)C2=C(C1)NC(=O)NC2c1ccc([N+](=O)[O-])cc1 (configuration not stated),-1,2,20,-1,2,8,-4
CCOC(=O)[C@H]1[C@H]2COc3ccc(Cl)cc3[C@@H]2N2C(=O)c3ccc(F)cc3NC(=O)[C@@]12C,.,13,.,3,8,10,15
COC(=O)CCc1c(COC(C)=O)[nH]c(C(=O)OCc2ccccc2)c1C,0,5,-6,1,2,14,-9
CC(C)N(C(=O)[C@H]1C[C@H](CC(=O)NCCCN(C)C)C(=O)N2CCc3c([nH]c4ccc(Cl)cc34)[C@]12C)C(C)C,-3,5,16,-29,?,22,-6
OC(c1ccccc1)C(CN1CCOCC1)c1ccccc1 (configuration not stated),.,-9,-13,5,-2,5,-4
CCCC(C)NC(=O)CN1C(=O)c2cccc3cccc1c23 (configuration not stated),-25,-6,11,-1,12,9,-4
CCOC(=O)Cn1nc(-c2ccccc2)c2cnc3ccc(CC)cc3c21,3,-2,.,1,0,19,-2
CO[C@H]1CN(C)C(=O)c2ccc(NS(=O)(=O)c3cn(C)cn3)cc2OC[C@H](C)N(CCC(F)(F)F)C[C@@H]1C,-3,.,-7,.,3,-15,.
CCC(C(=O)Nc1cccnc1)c1ccccc1 (configuration not stated),-2,3,-3,-1,6,-19,-2
O=C(COC(=O)/C=C/c1cccs1)NC1CC1,1,-8,-13,1,-6,-13,.
COCC(=O)NC[C@H]1[C@H](c2ccc(-c3ccccc3)cc2)[C@@H](CO)N1C(C)=O,-1,3,-3,1,2,-8,-15
Cc1ccc(N(C(=O)CNC(=O)c2ccco2)C(C(=O)NC2CCCC2)c2ccncc2)cc1C (configuration not stated),-2,2,3,2,-6,-8,-5

# Some of the entries above, reformatted:
molecule	SIRT5 inh	EWS-Fli block	LGR2 antag	Casp6 inh	DENV2 CPE rescue	PAX8 reporter	ARNT-TACC3 inh
O=C(Nc1ccc2c(c1)OCCO2)c1ccc(Br)cc1	-4	-14	-36	-11	1	-27	-9
COc1cc(OC)c(OC)cc1CCC(C)NCCC(c1ccccc1)c1ccccc1 (configuration not stated)	2	33	-11	1	14	30	31
CC1CCC(C(C)C)C(OC(=O)Cn2c(-c3ccc(Cl)cc3)[n+](C)c3ccccc32)C1 (configuration not stated)	0	23	17	11	-1	96*	3

# (list continues)
SMILES,SIRT5 inh,EWS-Fli block,LGR2 antag,Casp6 inh,DENV2 CPE rescue,PAX8 reporter,ARNT-TACC3 inh
CCN(CC)S(=O)(=O)c1cc(C(=O)OCC(=O)Nc2cccc(Br)c2)ccc1F,.,-22,-2,.,.,-27,-5
O=C(NCC[C@@H]1CC[C@@H](NC(=O)c2ccncc2)[C@H](CO)O1)Nc1ccc(Cl)cc1,-3,-42,-14,-1,2,-84,-14
Cc1ccc(-c2nc3c(c(=O)c4ccccc4n3C)c(=O)n2-c2ccc(F)cc2)cc1,-7,7,-6,2,6,18,-3
CC(=O)Nc1ccc(CN2CCc3c([nH]c4ccccc34)C2c2ccccn2)cc1 (configuration not stated),.,.,-2,.,.,24,4
CCOc1ccc(C2CC(=O)N(Nc3ccc([N+](=O)[O-])cc3[N+](=O)[O-])C2=O)cc1 (configuration not stated),1,-2,-3,-1,-5,13,-14
Cc1ccccc1-c1nc(NCCN(C)C)nc2ccsc12,-3,1,-15,-12,-12,9,.
O=C(C1CCCN(S(=O)(=O)c2cc(Cl)ccc2Cl)C1)N1CCOCC1 (configuration not stated),1,.,6,-1,-15,1,-6
CCOc1ccc(N(C(C)C(=O)NN=C2CCCCCCC2)S(C)(=O)=O)cc1 (configuration not stated),-8,-21,4,1,3,-9,-6
Cc1ccccc1-c1ccc([C@H]2[C@@H](CO)N3CCCCN(C(=O)Nc4ccc(F)cc4)C[C@H]23)cc1,-1,49,-12,2,-3,42,15
C[C@H](CO)N1C[C@H](C)[C@@H](CN(C)S(=O)(=O)c2cn(C)cn2)OCCCC[C@H](C)Oc2ccc(NS(=O)(=O)c3ccc(F)cc3)cc2C1=O,1,-4,-17,5,?,-17,1
O=C1NC[C@H](CCCCN2CCN(CCC3CCCCC3)C(=O)C2=O)N(CCc2ccccc2)C1=O,8,-4,12,10,9,-11,.
O=c1c(-c2ccco2)[n+]([O-])c2ccccc2n1OCc1ccccc1[N+](=O)[O-],-4,-4,-22,6,4,15,5
Cc1nnc(NC(=O)CSc2cn(Cc3ccccc3)c3ccccc23)s1,-4,2,4,-6,10,-10,36
CC1=NN(c2ccc(C)c(C)c2)C(=O)/C1=C\C=C\c1ccc([N+](=O)[O-])o1,-1,67*,.,47*,3,70*,-4
O=C(Nc1cccc(F)c1)Nc1ccc2c(c1)CCC2,-1,.,-112,-1,6,-277,-33
CO[C@@H]1CN(C)C(=O)c2ccc(NC(=O)C3CCC3)cc2OC[C@H](C)N(Cc2ccccn2)C[C@@H]1C,-1,-3,29,2,-5,9,7
O=C(CSc1nnc(-c2cccnc2)o1)NNC(=O)c1ccc(Br)cc1,2,7,10,-5,-1,8,-3
COc1ccc(-c2ccc([C@@H]3[C@@H](CO)N(C(=O)NC4CCCC4)[C@H]3C#N)cc2)cc1,3,10,9,0,22*,-11,13
CCCCCN(C(=O)CCC(=O)OCc1cc(C(C)=O)ccc1OC)c1c(N)n(CCCC)c(=O)[nH]c1=O,-5,-3,-3,0,-4,9,-4
CO[C@@H]1CN(C)C(=O)c2ccc(NC(=O)C3CCCC3)cc2OC[C@@H](C)N(C(=O)CC2CC2)C[C@@H]1C,-3,1,-8,-1,0,-3,-7
O=S(=O)(c1ccc(Cl)cc1)N1CCC(c2nc3ccccc3[nH]2)CC1,-9,35,-6,-2,-3,27,-3
CN(C[C@H]1N[C@@H](CO)[C@@H]1c1ccc(C2=CCCC2)cc1)C(=O)c1ccccn1,-2,27,-20,.,19,72*,1
Cc1cc(C(=O)Nc2cccc3c2O[C@@H](CN(C)C(=O)Nc2ccc4c(c2)OCO4)[C@H](C)CN([C@H](C)CO)C3=O)n(C)n1,2,-7,-37,1,4,.,-4
O=C(Cn1ncc2c3ccccc3n(Cc3cccc(Cl)c3)c2c1=O)NCC1CCCO1 (configuration not stated),13,.,-11,0,4,10,-8
COc1ccc(N(C)S(=O)(=O)c2cccc(C(=O)OC(C(=O)Nc3cc(C)cc(C)c3)c3ccccc3)c2)cc1 (configuration not stated),-3,5,-13,2,4,-8,6
N#CCC(=O)Nc1ccc(C(=O)OC(C(=O)Nc2cc(C(F)(F)F)ccc2Cl)c2ccccc2)cc1 (configuration not stated),-3,9,-3,-3,-9,2,5
Cc1ccc(S(=O)(=O)N2CCCC(C(=O)NCCCN3CCCCC3C)C2)cc1 (configuration not stated),-1,.,-7,-5,.,.,-4
CC(C)CCNC(=O)CN(Cc1cccs1)C(=O)CCC(=O)Nc1nccs1,-4,4,1,-3,0,.,3
CCOCCCNC(=S)N1CCC(NC(=O)C2CCCCC2)CC1,.,-2,-3,1,4,-2,-2
Nn1c(Cc2cccc3ccccc23)nnc1SCc1c(Cl)cccc1Cl,.,.,-17,.,.,6,-4
CC(=O)Oc1ccc2c(C)c(CC(=O)N3CCN(C(=O)C4COc5ccccc5O4)CC3)c(=O)oc2c1C (configuration not stated),-4,-28,17,.,-1,17,-4
CCCOC1CCCN(C(=O)c2ccc(OC)c(OC3CCN(C(C)C)CC3)c2)C1 (configuration not stated),-1,.,17,-4,16,13,-1
COCCCn1c(C(=O)NC2CCCCC2C)cc2c(=O)n3cccc(C)c3nc21 (configuration not stated),-11,-6,0,-3,8,1,-1
O=C(NCC1CCN(Cc2ccccc2F)CC1)Nc1cc(F)ccc1F,-2,-10,20,-4,1,-21,0
Cc1noc(C)c1NC(=O)N(C)C[C@@H]1OCCCC[C@@H](C)Oc2ccc(NS(C)(=O)=O)cc2C(=O)N([C@H](C)CO)C[C@@H]1C,.,-7,12,.,-6,-20,4
COCC1CCN(Cc2nc(-c3ccc(OC)cc3)no2)CC1,1,8,-17,-3,-1,-1,-5
Clc1ccc(C[n+]2cc(-c3ccccc3)n3c2CCC3)cc1,1,13,4,1,4,22,-2
COc1ccc(CC(=O)N(C)c2ccccc2)cc1S(=O)(=O)N1CCOCC1,0,-5,-5,7,3,0,.
C[C@@H]1CN([C@H](C)CO)C(=O)c2cccc(NC(=O)Nc3ccc(F)cc3)c2O[C@H]1CN(C)Cc1ccccc1,2,15,31,-1,20,4,-6
CCC(C)NC(=S)N1CCN(Cc2ccc3c(c2)OCO3)CC1 (configuration not stated),-2,-11,6,1,-3,-4,-7
O=C(c1cccc(S(=O)(=O)N2CCc3ccccc32)c1)N1CCOCC1,-3,7,-13,-2,-5,-5,-2
COc1cccc(NC(=O)CN(C)C(=O)c2cccc(S(=O)(=O)N3CCN(c4ccccc4)CC3)c2)c1,2,.,5,1,1,3,.
O=C1COc2ccc(C(=O)NC3CC3)cc2N1,-3,10,-3,-2,4,-17,-1
